D1 ag: agonists of human D1 dopamine receptor; actives 1% (n = 360,000); activation, % at 2 µM; HEK293 T-REx D1 cells, calcium flux, agonist mode; P21728; in the data active = activation above about 30%; note: 0% is about no effect
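Agonism was scored from calcium flux recorded over 180 s (1 read/s) after pintool compound addition, following a 10-cycle baseline. Cells were inducible force-coupled HEK293 TREx D1, plated overnight at 30 C and loaded with no-wash calcium dye.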
D2 ag: agonists of human D2 dopamine receptor; HEK293 T-REx D2 cells, calcium flux agonist mode; P14416; actives 0.53% (n = 340,000); activation, % at 2 µM;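 active = activation over 3 SD above normal in the single-dose calcium agonist read, cut at about 30% in these data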; note: 0% is about no effect
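Tetracycline-induced HEK293 T-REx cells with force-coupled D2 receptor, plated overnight at 30 C, loaded with no-wash calcium dye. After a 10 s baseline, compound was pin-added and calcium flux read kinetically for 180 s; calcium rises flagged agonists.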
D1 antagonist: antagonists of human D1 dopamine receptor; P21728; HEK293 TREx D1 cells, calcium flux, dopamine EC80; hits give low values; activity change, negative = inhibition, % at 10 µM; actives 3.2% (n = 360,000); AID 504652; in the data active = activity change below about -30%; note: % is set by controls: 0 for no effect and ±100 for the full control effect
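Calcium flux readout: force-coupled, inducible Hek293 Trex D1 line, cells induced overnight at 30 C with tetracycline, dye-loaded 30–90 min at RT. Antagonism scored against EC80 dopamine challenge given 180 s after compound.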
TRHR PAM: TRH receptor (human) allosteric enhancement. AID 493056. actives 0.66% (n = 360,000). TRHR cells, fluo-8 calcium fluorescence, EC20 TRH enhancement. enhancement, % at 2 µM. P34981; in the data active = enhancement above about 30%; note: 0% is about no effect
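Enhancer read-out: after compound pinning and an initial kinetic agonist-mode read, an EC20 of TRH (10 nM final) was injected and fluo-8 calcium signal (Ex 480/Em 530) followed at 1 s/cycle for 100 cycles in TRHR-expressing cells.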
D2 potentiator: positively modulates the human D2 dopamine receptor allosterically. P14416. HEK293 T-REx D2, calcium flux, EC20 dopamine potentiation. potentiation, % at 10 µM. actives 0.34% (n = 340,000). AID 485347;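 active = potentiation over 3 SD above the plate norm, cut at about 30% in these data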; note: 0% is about no effect
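Potentiation of an EC20 dopamine calcium response measured kinetically over 180 s, after a preceding 180 s compound-only read flagging agonists. Cells: inducible Hek293 Trex D2 line, 4000/well, cultured overnight at 30 C before dye loading.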
D1 potentiator: enhances dopamine response at the human D1 receptor; P21728; HEK293 TREx D1 cells, calcium flux, dopamine EC20 potentiation; potentiation, % at 10 µM; actives 0.036% (n = 360,000); in the data active = potentiation above about 30%; note: 0% is about no effect
RXFP1 ag: agonists of human relaxin receptor RXFP1. Q9HBX9. HEK293T-RXFP1 cAMP TR-FRET, 30 min; response scale: percent of porcine relaxin response, buffer zero. Potency, µM (top dose mostly 57.5 µM), without a hit: top-dose activation, hits mostly activators. actives 0.3% (n = 370,000). AID 2676; active = well fitted activation curve with a large enough effect; inconclusive = small, poorly fitted or top-dose-only effect; note: potency is the fitted concentration of half-maximal effect; % is set by controls: 0 for no effect and ±100 for the full control effect; nearly all actives have a fitted effect of over 60% in size; many of its hits are not listed in these tables
Target sequence (Q9HBX9 whole entry, looked up): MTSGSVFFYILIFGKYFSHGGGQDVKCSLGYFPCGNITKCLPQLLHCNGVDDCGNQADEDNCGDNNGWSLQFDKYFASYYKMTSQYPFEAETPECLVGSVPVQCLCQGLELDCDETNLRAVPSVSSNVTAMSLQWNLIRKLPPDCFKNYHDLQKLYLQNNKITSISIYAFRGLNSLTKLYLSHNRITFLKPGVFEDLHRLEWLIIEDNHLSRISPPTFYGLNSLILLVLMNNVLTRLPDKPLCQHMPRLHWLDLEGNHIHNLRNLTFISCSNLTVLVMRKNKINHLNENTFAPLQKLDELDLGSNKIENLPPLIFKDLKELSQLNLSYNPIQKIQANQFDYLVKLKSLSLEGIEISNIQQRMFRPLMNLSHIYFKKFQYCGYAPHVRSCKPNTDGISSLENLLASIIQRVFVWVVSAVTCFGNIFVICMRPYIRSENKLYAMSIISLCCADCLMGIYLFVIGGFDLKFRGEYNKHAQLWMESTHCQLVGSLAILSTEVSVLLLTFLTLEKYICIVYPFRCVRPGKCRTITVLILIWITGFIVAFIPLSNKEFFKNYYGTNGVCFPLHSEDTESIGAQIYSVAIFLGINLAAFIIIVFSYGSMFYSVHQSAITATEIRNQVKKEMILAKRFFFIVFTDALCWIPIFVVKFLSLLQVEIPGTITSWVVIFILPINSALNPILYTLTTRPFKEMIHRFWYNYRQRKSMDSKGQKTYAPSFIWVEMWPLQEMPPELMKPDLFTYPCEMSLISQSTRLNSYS
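Agonist response is measured as cAMP accumulation in an RXFP1-transfected HEK293T line under PDE4 inhibition. Values are scaled between buffer-only and 29 nM porcine relaxin, and EC50s come from standard Hill equation fits.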
D2 antag: antagonists of human D2 dopamine receptor | P14416 | HEK293 TREx D2 cells, calcium flux, dopamine EC80 | inhibition, % at 10 µM | actives 2% (n = 340,000); in the data active = inhibition above about 30%; note: 0% is about no effect
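Measurement of antagonist activity uses fluorescent calcium dye in inducible HEK293 T-REx D2 cells: 10 s baseline, compound addition with 180 s read, EC80 dopamine addition with a further 180 s read.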
RXFP1 antag: blocks the human relaxin receptor RXFP1. HEK293-RXFP1, relaxin-stimulated cAMP HTRF, 30 min; hits give low values. activity change, negative = inhibition, % at 57.5 µM. actives 0.59% (n = 350,000);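 active = activity change of -60% or lower, but not beyond a set lower limit; inconclusive = change between -60% and -40%, or beyond the set limit; inactive = change above -40%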; note: % is set by controls: 0 for no effect and ±100 for the full control effect
Starred values were filed as active, the others as inactive; ? = inconclusive; nt = no result given. The list is partial. The share of hits here may be higher or lower than overall.

SMILES	D1 ag	D2 ag	D1 antagonist	TRHR PAM	D2 potentiator	D1 potentiator	RXFP1 ag	D2 antag	RXFP1 antag
Cc1cc(=O)[nH]c(-c2ccccc2OC(F)(F)F)n1	2	0.4	15	-2	-1	-1	-1.1%	2	7
CCOc1ccccc1C1CC(c2cccc(NS(C)(=O)=O)c2)=NN1C(=O)c1ccccc1 (stereo not drawn)	0	0.1	1	-3	9	-7	3.0%	8	nt
COc1ccc(Nc2nc(N)nc(CSc3nnc(C)s3)n2)cc1	-1	1.1	2	1	-3	-6	2.2%	2	6
CC(=O)Oc1c(-c2ccco2)oc2ccccc2c1=O	3	1.4	-15	1	11	5	11%	-15	10
COc1ccc(-c2cc3ccc(O)c(CN4CCCC(C)C4)c3oc2=O)cc1 (stereo not drawn)	4	-0.1	-4	3	-4	-2	?	nt	6
CC(C)(O)C#Cc1ccc(CN2CCN(Cc3ccccc3)C(CCO)C2)cc1 (stereo not drawn)	4	0.8	-3	1	-8	-1	-2.4%	-14	-4
Cc1ccc(NS(=O)(=O)c2ccc3[nH]c(=O)[nH]c3c2)c(C)c1	1	2.0	21	5	2	0	0.3%	-15	-1
CCNC(=S)N1CCC(NC(=O)C2CCCCC2)CC1	3	0.5	-8	1	9	-2	1.2%	4	-19
N#Cc1c(NC(=O)C2CC(c3ccccc3O)=NO2)sc2c1CCC2 (stereo not drawn)	3	nt	-1	1	nt	-3	-0.1%	nt	-3
CCCS(=O)(=O)N1CCCC(C(=O)NCCN2CCOCC2)C1 (stereo not drawn)	1	0.2	1	1	13	4	-2.3%	16	-10
Cc1ccc(S(=O)(=O)N2CCOCC2)cc1NC(=O)COC(=O)c1cnccn1	3	0.3	12	5	5	-5	16%	-8	4
CCN1C(Nc2ccccc2)=NC[C@@H]1CC(C)C	3	0.8	4	-8	6	1	-4.4%	5	nt
Cn1c(-c2ccccc2)cnc1NCc1ccccc1	0	0.2	-16	13	-12	-15	0.0%	-6	9
CCN(CC)S(=O)(=O)c1ccc2c(c1)N(CC(=O)N(CCc1ccncc1)C(C)C)C(=O)CO2	0	nt	-12	-3	3	-8	3.0%	nt	4
Cc1ccc(NC(=O)CCS(=O)(=O)c2cc3c(cc2Cl)NC(=O)CO3)cc1	3	0.5	6	1	0	-3	2.6%	11	4
Cc1ccc(N2CC(NC(=O)c3cccc(Cl)c3)CC2=O)cc1C (stereo not drawn)	-3	nt	nt	-1	-14	-3	-0.8%	nt	-17
CC(OC(=O)CNC(=O)c1cccc(F)c1)C(=O)NC1CCCCC1C (stereo not drawn)	3	0.4	13	6	12	-3	-0.6%	-8	-14
CC(OC(=O)C1CCN(c2ccc(C(F)(F)F)cn2)CC1)C(=O)Nc1ccc(S(N)(=O)=O)cc1 (stereo not drawn)	1	3.2	-3	28	5	-8	2.8%	7	-3
C/C(CC(=O)Nc1ccc(C)c(Cl)c1)=N\NC(=O)c1ccncc1	1	4.2	24	5	-1	7	3.0%	-31	-16
Cc1[nH]nc2c1C(c1ccsc1)C(C#N)=C(N)O2 (stereo not drawn)	2	0.2	-4	-1	17	4	-3.0%	-10	-5
Cc1cccnc1NC(=O)c1ccc2nc(N)sc2c1	1	-0.3	1	5	5	3	6.8%	-1	2
COc1ccc(N(CC(=O)Nc2ccccc2OC)S(=O)(=O)c2ccc(OC)c(OC)c2)cc1	6	-0.3	24	0	0	2	-0.6%	4	0
Cc1ccc(NC(=O)Cc2ccccc2)c(C)c1	0	0.9	6	-3	9	3	-0.3%	1	nt
CCOC(=O)N1CCN(C(=O)c2ccc(N(C)S(=O)(=O)c3ccc(C)cc3)cc2)CC1	8	-1.0	-24	0	6	-8	5.3%	3	-6
CCN(c1ccccc1)S(=O)(=O)c1ccc(OC)c(NS(=O)(=O)c2cccs2)c1	1	2.6	-23	-3	-2	-7	0.2%	2	8
Cc1ccc(S(=O)(=O)Nc2nnc(C3CCCCC3)s2)cc1	-4	-2.2	-24	5	-9	-3	0.2%	-12	-19
Cn1nnnc1SCC(=O)Nc1ccc2c(c1)OCCO2	1	0.8	1	6	5	5	2.7%	-6	6
COc1ccccc1NC(=O)CN1CC(=O)Nc2ccccc21	2	nt	11	17	nt	-1	4.2%	nt	-9
COCCNC(=S)N1CCc2cc(OC)c(OC)cc2C1c1cccs1 (stereo not drawn)	5	0.2	0	8	17	6	0.6%	1	-2
COC(=O)c1ccccc1S(=O)(=O)N1CCC(C(=O)OC(C)C(=O)NC(N)=O)CC1 (stereo not drawn)	6	4.4	14	-4	-7	-2	2.2%	1	4
Clc1ccc(/C=N/NC(=Nc2ccccc2)c2ccccn2)c(Cl)c1	-1	0.9	2	19	-5	-3	1.2%	-18	nt
O=c1[nH]c(-c2ccccc2Cl)nc2c1sc(=S)n2-c1ccccc1	3	-2.3	12	-6	16	3	0.8%	4	-1
CCOC(=O)C1C(c2cccs2)NC(=O)NC1(O)C(F)(F)F (stereo not drawn)	1	1.1	-2	5	4	10	-0.2%	10	-7
CCn1cc(C(=O)NCc2ccccc2)c(=O)c2cc(S(=O)(=O)N3CCCCCC3)ccc21	2	0.5	1	-2	-2	4	2.4%	nt	nt
CC(C)(C)CN1CCNC(=O)C1CC(=O)NCCN1CCCc2ccccc21 (stereo not drawn)	0	0.2	-7	-3	-9	-4	-2.8%	-3	0
N/C(=N\OC(=O)c1ccc(Cl)c([N+](=O)[O-])c1)c1ccccc1	6	0.4	-21	-8	-1	-4	-1.2%	-9	-10
Cc1ccc(N/C=C/C(=O)c2cccs2)cc1	2	-1.5	-8	7	-10	2	-0.3%	2	-5
CCCCC(=O)N=c1sc2cc(S(C)(=O)=O)ccc2n1C	3	1.1	1	2	-7	0	18%	15	18
COc1ccc(C(=O)/C(C#N)=N/Nc2cccc([N+](=O)[O-])c2)cc1	20	7.1	-32*	-14	5	-9	-0.3%	1	1
CC(C)(C)OC(=O)N1CCC(c2c(C(=O)NC3CC3)cnn2-c2ccc(Cl)cc2)CC1	0	-0.3	2	-9	1	1	1.7%	-12	0
Cc1cc([N+](=O)[O-])nn1Cc1noc(C(=O)NCc2ccc3c(c2)OCO3)n1	4	-0.2	14	1	-10	2	1.3%	11	17
Cc1nn(CC(=O)Nc2ccc3c(c2)CCC3)c(C)c1[N+](=O)[O-]	1	0.1	12	-3	-1	-1	0.5%	-17	-14
COc1ccc(CCNC(=O)NC2CCCCC2)cc1OC	3	0.0	-7	-6	-1	-4	1.8%	5	-1
COc1ccc(OCC(=O)Nc2nnc(S(=O)(=O)N3CCc4ccccc43)s2)cc1	5	-1.0	12	-1	11	-3	-1.4%	nt	-32
Cc1ccccc1CN1CCC(C(=O)Nc2ccc(Oc3cccnc3)cc2)CC1	10	0.3	-3	-3	-5	-9	3.1%	12	-7
COc1ccc(-n2c(SCC(=O)N3CCCCC3)nnc2-c2cccnc2)cc1	0	-0.3	-4	8	4	-4	-0.3%	9	1
CC(=O)Nc1c(C)cc(OCC(=O)O)cc1C	2	-0.6	-11	-5	8	0	2.5%	0	2
O=C(CN(C(=O)CCC(=O)Nc1nccs1)c1ccc2c(c1)OCCO2)NCc1ccco1	3	0.1	1	1	-2	-2	2.5%	6	4
Clc1ccc(Cc2nnc(-c3ccccc3Br)o2)cc1	4	0.2	23	-4	8	4	0.9%	2	nt
CCOC(=O)N1CCN(C(=O)/C=C/c2ccc(OC)c(OC)c2)CC1	3	0.0	-23	3	-2	1	1.6%	-5	-3
COC(=O)N1CC=CC1(C)C(=O)NCc1cc(F)cc(C(F)(F)F)c1 (stereo not drawn)	-2	0.7	9	3	1	-4	5.7%	21	nt
Cc1c(Cl)cccc1NC(=O)N1CCOc2ccccc21	0	-0.3	0	-3	8	5	?	nt	-9
COc1ccc(C(=O)Nn2cnc3scc(-c4cccs4)c3c2=O)c(O)c1	0	-0.1	-5	-5	4	-4	0.3%	-13	-9
CCN1C(=O)c2cccc3c(S(=O)(=O)Nc4ccccc4)ccc1c23	3	0.1	-20	-1	2	-4	0.6%	-12	5
CCOc1ccc(C2=NC(c3cccs3)=Nc3ccc(CC)cc3N2)cc1OCC	7	-0.3	-2	4	0	7	0.9%	nt	-7

Single values from the entries so far.
Result for COc1ccc(CCNC(=O)NC2CCCCC2)cc1OC in RXFP1 antag: -1
Result for COC(=O)N1CC=CC1(C)C(=O)NCc1cc(F)cc(C(F)(F)F)c1 (stereo not drawn) in D2 potentiator: 1
Result for CC(=O)Nc1c(C)cc(OCC(=O)O)cc1C in RXFP1 antag: 2
Result for CCN1C(=O)c2cccc3c(S(=O)(=O)Nc4ccccc4)ccc1c23 in D2 ag: 0.1
Result for COc1ccc(-n2c(SCC(=O)N3CCCCC3)nnc2-c2cccnc2)cc1 in D1 potentiator: -4
Result for Cc1cc([N+](=O)[O-])nn1Cc1noc(C(=O)NCc2ccc3c(c2)OCO3)n1 in D1 antagonist: 14

A different layout for 4 compounds above:
Compound: Cc1cc([N+](=O)[O-])nn1Cc1noc(C(=O)NCc2ccc3c(c2)OCO3)n1
  D1 ag: 4
  D2 ag: -0.2
  D1 antagonist: 14
  TRHR PAM: 1
  D2 potentiator: -10
  D1 potentiator: 2
  RXFP1 ag: 1.3%
  D2 antag: 11
  RXFP1 antag: 17

Compound: O=C(CN(C(=O)CCC(=O)Nc1nccs1)c1ccc2c(c1)OCCO2)NCc1ccco1
  D1 ag: 3
  D2 ag: 0.1
  D1 antagonist: 1
  TRHR PAM: 1
  D2 potentiator: -2
  D1 potentiator: -2
  RXFP1 ag: 2.5%
  D2 antag: 6
  RXFP1 antag: 4

Compound: COc1ccc(-n2c(SCC(=O)N3CCCCC3)nnc2-c2cccnc2)cc1
  D1 ag: 0
  D2 ag: -0.3
  D1 antagonist: -4
  TRHR PAM: 8
  D2 potentiator: 4
  D1 potentiator: -4
  RXFP1 ag: -0.3%
  D2 antag: 9
  RXFP1 antag: 1

Compound: Cc1ccccc1CN1CCC(C(=O)Nc2ccc(Oc3cccnc3)cc2)CC1
  D1 ag: 10
  D2 ag: 0.3
  D1 antagonist: -3
  TRHR PAM: -3
  D2 potentiator: -5
  D1 potentiator: -9
  RXFP1 ag: 3.1%
  D2 antag: 12
  RXFP1 antag: -7

Source: PubChem BioAssay
